# Bioassay records deposited in PubChem BioAssay by several laboratories.
# proCasp7 act – procaspase-7 activators, primary screen, counter-screen for procaspase-3 activator project, biochemical, absorbance, HTS, human; Caspase-7 (Homo sapiens), P55210; recombinant procaspase-7, Ac-DEVD-pNA absorbance 405 nm; D23A/D198A/D206A triple mutant, cannot self-cleave; scale: DMSO 0, 5 µM enzyme 100; AID 463210, 2010; activation, % at 8.5 µM; 0.093% of 330,000 active;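 active = percent activation above the screen-wide mean plus 3 SD, cut at about 25% in these data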
#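 Assay system: Uncleavable procaspase-7 mutant enzyme / Input: 2 µM procaspase-7 mutant as dispensed / Dosing: single nominal 8.5 µM compound dose, 0.8% DMSO final / Timing: 1 h enzyme–compound preincubation and 2 h substrate reaction, both 25 °C / Detection: p-Nitroaniline absorbance at 405 nm, read at 0 and 120 min / Replication: singlicate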
# proCasp3 act – activators of human procaspase-3 D3A mutant, primary screen, biochemical, absorbance, PC-3 D3A mutant, single concentration | Caspase-3 (Homo sapiens), P42574 | recombinant procaspase-3 D3A, Ac-DEVD-pNA absorbance 405 nm | activation, % at 8.5 µM | 0.11% of 330,000 active | AID 463141, 2010;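 active = activation above the mean of all tested compounds plus 3 SD, cut at about 21% in these data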;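 also: 0% = DMSO alone and 100% = DMSO wells spiked with extra 5 µM PC-3 D3A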
# Target sequence (P42574 whole entry D9A/D28A/D175A): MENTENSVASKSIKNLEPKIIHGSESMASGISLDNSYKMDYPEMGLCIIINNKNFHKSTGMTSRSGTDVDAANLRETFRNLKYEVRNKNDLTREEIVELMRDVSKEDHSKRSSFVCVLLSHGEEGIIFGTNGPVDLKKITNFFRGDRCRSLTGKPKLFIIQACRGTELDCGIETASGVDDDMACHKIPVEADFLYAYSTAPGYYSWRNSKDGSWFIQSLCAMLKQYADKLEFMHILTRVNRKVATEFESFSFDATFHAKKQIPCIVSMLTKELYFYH
#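 Assay system: Procaspase-3 D3A mutant, all three cleavage aspartates alanine. Buffer or medium: Zinc-free HEPES saline buffer with Triton X-100. Times: 1 h compound preincubation, 2 h substrate hydrolysis at 25 °C. Measured by: 405 nm absorbance of p-nitroaniline, reads at 0 and 120 min. Read-out basis: percent activation relative to control range. Replicates: singlicate.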
# CIT2-GFP yeast – modulators of CIT2-GFP expression in yeast, primary screen, S. cerevisiae, GFP fusion, multiplex flow cytometry, MLPCN library; 0.065% of 320,000 active; S. cerevisiae CIT2-GFP strain, 3 h; 100 means same as DMSO wells; GFP response vs DMSO, % at 10 µM; AID 2029, 2009;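 active = GFP response relative to DMSO above a set limit, near the screen mean plus 3 SD, cut at about 150% in these data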;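 also: ratio of well median GFP fluorescence to mean of DMSO wells on the plate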
# MEP2-GFP yeast – modulators of MEP2-GFP levels in yeast, primary screen, S. cerevisiae, multiplex flow cytometry, MLPCN library | 0.51% of 330,000 active | GFP response vs DMSO, % at 10 µM | S. cerevisiae MEP2-GFP strain, 3 h; 100% = DMSO control level;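 active = GFP response versus DMSO above a set limit, roughly screen mean plus 3 SD, cut at about 180% in these data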;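 also: median GFP fluorescence of the barcode-gated MEP2-GFP cells per well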
# RPL19A TOR yeast – RPL19A-GFP expression modulators in yeast, primary screen, cell-based, S. cerevisiae, multiplex flow cytometry, MLPCN; AID 2025, 2009; percent response vs DMSO, % at 10 µM; 0.3% of 330,000 active; S. cerevisiae RPL19A-GFP strain, 3 h; hits give low values;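 active = percent response vs DMSO below 50%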;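 also: median channel GFP fluorescence of the barcoded RPL19A-GFP strain; ratio of sample median GFP to plate DMSO average so 100% = DMSO; lower means less RPL19A-GFP as with rapamycin TOR inhibition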
# AHR act – AHR activators, primary screen, cell-based, luminescence, luciferase reporter, human; AHR-responsive luciferase reporter cells; activation, % at 5 µM; 2.5% of 320,000 active; in the data active = activation above about 47%;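 also: 0% = vehicle wells and 100% = reference agonist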
# Target sequence (P35869 whole entry, looked up): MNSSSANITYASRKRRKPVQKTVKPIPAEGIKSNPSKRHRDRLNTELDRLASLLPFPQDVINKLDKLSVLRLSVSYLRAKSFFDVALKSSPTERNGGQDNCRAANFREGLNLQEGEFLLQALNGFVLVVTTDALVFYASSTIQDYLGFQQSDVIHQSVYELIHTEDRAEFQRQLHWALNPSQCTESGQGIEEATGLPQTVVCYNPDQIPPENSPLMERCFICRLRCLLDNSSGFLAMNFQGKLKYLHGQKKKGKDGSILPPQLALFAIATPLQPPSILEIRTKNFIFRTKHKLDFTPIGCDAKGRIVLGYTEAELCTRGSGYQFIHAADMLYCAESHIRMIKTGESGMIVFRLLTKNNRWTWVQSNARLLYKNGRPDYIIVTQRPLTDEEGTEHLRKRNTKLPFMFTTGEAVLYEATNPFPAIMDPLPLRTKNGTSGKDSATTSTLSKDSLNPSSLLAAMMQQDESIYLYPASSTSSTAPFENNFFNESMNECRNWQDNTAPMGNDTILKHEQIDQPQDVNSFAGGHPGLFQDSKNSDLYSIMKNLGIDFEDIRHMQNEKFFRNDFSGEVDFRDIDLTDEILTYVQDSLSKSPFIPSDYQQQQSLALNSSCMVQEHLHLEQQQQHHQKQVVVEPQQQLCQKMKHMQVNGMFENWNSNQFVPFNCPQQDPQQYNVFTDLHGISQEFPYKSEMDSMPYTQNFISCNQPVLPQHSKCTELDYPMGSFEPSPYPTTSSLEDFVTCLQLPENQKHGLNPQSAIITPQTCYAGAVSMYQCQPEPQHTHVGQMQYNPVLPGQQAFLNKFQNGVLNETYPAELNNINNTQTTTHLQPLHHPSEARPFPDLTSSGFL
# LAP4-GFP MLPCN – modulators of LAP4-GFP expression in yeast, primary screen, S. cerevisiae, multiplex flow cytometry, MLPCN library | GFP response vs DMSO, % at 10 µM | 3 h; median GFP as percent of DMSO wells | 0.34% of 320,000 active;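 active = GFP response vs DMSO above a set limit, about the screen mean plus 3 SD, cut at about 150% in these data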
# AGP1-GFP MLPCN – modulators of AGP1-GFP expression in yeast TOR pathway, primary screen, cell-based, multiplex flow cytometry, S. cerevisiae, MLPCN library. AID 2066, 2009. 3 h; GFP as percent of DMSO wells. 0.02% of 320,000 active. GFP response vs DMSO, % at 10 µM;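 active = GFP response relative to DMSO above a set limit, near screen average plus 3 SD, cut at about 150% in these data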;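 also: median GFP channel fluorescence of the gated AGP1 strain per well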
# * marks the source's active call; other numbers are inactive results; x = no result given. Random draw from the library; overall some 3.5% were active at least once.
# The line under a structure holds: proCasp7 act	proCasp3 act	CIT2-GFP yeast	MEP2-GFP yeast	RPL19A TOR yeast	AHR act	LAP4-GFP MLPCN	AGP1-GFP MLPCN
CC(Sc1nnc(Cc2cccs2)n1C1CCCCC1)C(N)=O (configuration not stated)
→ 0	6	100	100	102	-3	96	101
CCOC(=O)N1CCN(C(=O)CCN2C(=O)COc3ccccc32)CC1
→ -1	9	107	108	103	0	101	114
N/C(Cc1cccs1)=N\OC(=O)COc1ccccc1
→ 1	7	96	103	96	-2	101	93
Cc1ccc(NS(=O)(=O)c2cccc(C(=O)NCCCn3ccnc3)c2)cc1
→ 8	-6	100	99	97	23	101	101
CS(=O)(=O)N1CCN(c2ccc(NC(=O)c3ccc(-c4ccc(Cl)cc4)o3)cc2)CC1
→ -4	-6	107	112	102	-1	101	103
C=CCN(C)NC(=S)Nc1ccccc1
→ -4	3	94	95	93	-1	88	90
O=C(Nc1cccnc1)c1ccc(Cl)c(S(=O)(=O)N2CCCCC2)c1
→ 0	5	x	108	111	34	83	101
CN(C)C=NC(=O)c1cccn1-c1ncc(C(F)(F)F)cc1Cl
→ 5	2	108	95	102	-5	97	105
O=C(NNC1=NCCCCC1)c1ccccc1
→ 2	-3	89	111	94	2	98	94
Cc1ccccc1CN1CCC(CNC(=O)C2CCCN(c3ncnc4c3nc3n4CCCCC3)C2)CC1 (configuration not stated)
→ -1	-2	97	93	93	2	86	92
CN(C)S(=O)(=O)Oc1ccsc1C(=O)Nc1cccc(Cl)c1
→ 7	-2	90	100	96	22	103	91
O=C(NC1CC1)C1CCN(C2CCN(C(=O)Cc3ccc4c(c3)OCO4)CC2)CC1
→ 7	9	95	93	101	1	92	97
N#Cc1nc(-c2ccc(Cl)cc2)oc1NCc1ccco1
→ -3	-7	89	106	100	16	98	96
COc1ccccc1NS(=O)(=O)c1cccc(C(=O)N/N=C/c2ccc(NC(C)=O)cc2)c1
→ -1	-2	97	97	95	-1	104	98
Cc1cc(C)c(-c2c(O)c3c(n(C)c2=O)CC(C)(C)CC3=O)c(C)c1
→ -5	7	94	98	94	-1	88	93
CCC(C)NC(=O)C(Cc1ccccc1)n1cccc1 (configuration not stated)
→ -9	3	95	99	99	2	102	99
CCC(=O)N1c2ccccc2NC2=C(C(=O)CC(C)(C)C2)C1c1ccc(O)c(OC)c1 (configuration not stated)
→ -5	3	103	104	104	1	95	93
CSCCC(NC(=O)c1ccc([N+](=O)[O-])cc1Cl)C(=O)OC1CCCCC1=O (configuration not stated)
→ 4	-5	103	98	99	1	97	105
CSc1n[nH]c(NCc2ccc(C)cc2)n1
→ -17	0	93	95	93	6	92	82
O=S(=O)(Nc1nc2c(s1)CCCC2)c1ccc(F)cc1
→ -1	-4	x	100	99	1	95	106
O=c1[nH]c2ccccc2nc1-c1cccs1
→ 1	34*	102	104	92	31	106	89
CCCSc1nc(C)c(C(C)=O)cc1C#N
→ 9	-1	103	121	96	6	89	86
Cc1nc2ccc(NC(=O)C3CCN(S(=O)(=O)c4cccs4)CC3)cc2s1
→ 2	2	106	103	96	6	90	108
CC(=O)NC(Cc1c[nH]c2ccccc12)C(=O)NCc1ccc2c(c1)OCO2 (configuration not stated)
→ 5	4	99	99	95	2	103	102
O=C(CCCN1C(=O)C2CC=CCC2C1=O)Nc1cccc(F)c1 (configuration not stated)
→ 2	11	x	106	106	1	82	94
C=CCN(C(=O)c1csnn1)C(C(=O)NCc1ccc(F)cc1)c1ccccc1F (configuration not stated)
→ -5	2	99	105	103	0	101	101
Cc1ccc(C(=O)C(C)OC(=O)Cc2c[nH]c3ccccc23)cc1 (configuration not stated)
→ 3	-2	91	103	89	10	95	93
CCOc1ccc(Br)cc1S(=O)(=O)Nc1nc(CN2CCOCC2)nc2sc(C)c(C)c12
→ -1	0	101	89	94	2	92	97
CCCSc1nnc2nc(C)cc(C)n12
→ -2	7	99	106	104	-2	103	102
COC(=O)c1ccccc1S(=O)(=O)N(Cc1cc2cc3c(cc2[nH]c1=O)OCO3)C1CCCCC1
→ 5	6	104	106	102	63*	99	105
CN1CCN(C2=C(Cl)C(=O)N(c3ccc(Cl)cc3)C2=O)CC1
→ -8	3	103	102	104	13	105	103
CNC(=O)CN(c1cc(OCCOC)c(Cl)cc1Cl)S(=O)(=O)c1ccc(OC)cc1
→ -6	-1	94	87	90	1	91	91
CC(=O)c1cccc(CN2CCCC(CCC(=O)NCc3ccc(F)c(F)c3)C2)c1 (configuration not stated)
→ 1	-3	98	104	104	1	90	99
Cc1ccccc1NC(=O)OCCN1CCN(Cc2ccccc2)CCC1=O
→ 3	4	106	99	100	1	111	93
CC(=O)Nc1nc2c(c3c1c(=O)oc1ccccc13)CCCCC2
→ -5	2	90	90	94	5	92	95
CC1CN(C(=O)CCc2ccccc2)C(C)CN1C(=O)CCc1ccccc1 (configuration not stated)
→ 4	-1	101	99	90	1	96	99
Cc1ccnc(NC(=O)c2ccc(S(=O)(=O)N3CCC(C)CC3)cc2)c1
→ 16	8	101	95	100	-1	106	105
COC(=O)/C(=C/c1ccco1)NC(=O)c1ccc(Br)o1
→ 4	-1	103	105	98	-2	96	93
O=c1[nH]c2cccnc2n(CCNc2ncc(C(F)(F)F)cc2Cl)c1=O
→ -5	3	x	88	84	0	84	87
CC1(C)OC2CCN3C(C(O)COS3(=O)=O)C2O1 (configuration not stated)
→ -11	-10	86	92	103	-3	110	83

# Full records from above. Order of values: proCasp7 act, proCasp3 act, CIT2-GFP yeast, MEP2-GFP yeast, RPL19A TOR yeast, AHR act, LAP4-GFP MLPCN, AGP1-GFP MLPCN
# COc1ccccc1NS(=O)(=O)c1cccc(C(=O)N/N=C/c2ccc(NC(C)=O)cc2)c1 is listed as -1, -2, 97, 97, 95, -1, 104, 98
# CN1CCN(C2=C(Cl)C(=O)N(c3ccc(Cl)cc3)C2=O)CC1 is listed as -8, 3, 103, 102, 104, 13, 105, 103

# Next part:
# The line under a structure holds: proCasp7 act	proCasp3 act	CIT2-GFP yeast	MEP2-GFP yeast	RPL19A TOR yeast	AHR act	LAP4-GFP MLPCN	AGP1-GFP MLPCN
Cc1c(NCc2nc3ccccc3[nH]2)c(=O)n(-c2ccccc2)n1C
→ 0	4	94	102	99	26	105	94
CCCCn1c(N)c(N(CCOC)C(=O)c2ccc(NC3CC3)c([N+](=O)[O-])c2)c(=O)[nH]c1=O
→ -7	-1	85	89	81	19	104	81
COc1cccc(N2CCN(C(=O)c3c(C)nn(-c4ccccc4)c3C)CC2)c1
→ -3	-2	90	96	99	7	99	100
CCOC(=O)c1ccc(NC(=O)c2nc[nH]c2C(=O)N[C@@H](Cc2ccccc2)C(=O)OC(C)(C)C)cc1
→ 20	0	93	98	105	7	127	86
CC(=O)c1ccc(NC(=O)c2cc(CC(C)C)nc3ccccc23)cc1
→ x	x	102	104	103	x	105	107
COc1ccc(CCNC(=O)COC(=O)c2ccccn2)cc1
→ 0	-5	104	108	100	6	102	103
Cc1ccc(C(=O)COC(=O)c2cccs2)cc1
→ 4	5	84	106	99	3	111	101
Cc1ccc(NC(=O)c2cc(-c3ccccc3)nn2-c2ccccc2)cc1
→ 2	-2	97	101	110	15	91	86
COC(=O)c1cncc(C)c1
→ 5	0	103	103	99	1	93	99
CCOC(=O)C(C(=O)OCC)C1CCS(=O)(=O)C1 (configuration not stated)
→ 3	-7	88	87	93	3	87	89
COC(CNc1ncnc2sc(-c3ccccc3)cc12)OC
→ -14	-4	85	110	94	27	121	77
O=C(Cn1cnc2ccccc2c1=O)NCC(=O)N1CCN(Cc2ccc3c(c2)OCO3)CC1
→ 9	1	109	105	105	0	98	110
Cc1sc2nc(CSCC(=O)Nc3ccccc3C#N)[nH]c(=O)c2c1C
→ -11	-6	95	113	102	70*	98	95
COc1ccc(-c2ocnc2C(=O)Nc2ccc(N3CCOCC3)cc2N2CCOCC2)cc1OC
→ 0	-9	103	108	106	5	96	101
Cc1ccc(-n2nc3c(=O)n(CC(=O)NCCc4ccccc4C)nc(C)c3c2C)cc1
→ -6	-5	95	104	100	1	92	91
Cc1cccc(NC(=O)c2sc(C)nc2C)c1
→ 5	-10	97	99	94	16	104	96
O=C(NCc1cccnc1)c1ccc(COc2ccccc2Cl)cc1
→ -5	6	102	111	110	-10	105	99
COc1ccc(CCNC(=O)c2ccccc2SC)cc1
→ 11	6	99	95	99	-2	108	109
O=C1CSc2ccc(C(=O)NCCC3=CCCCC3)cc2N1
→ 11	-1	96	100	96	7	96	94
Cc1ccc(OCCC(=O)N(CCC(C)C)c2c(N)n(Cc3ccccc3)c(=O)[nH]c2=O)cc1
→ 3	11	100	99	96	0	104	95
CNc1ccccc1C(=O)OC(C)C(=O)Nc1ccc(Cl)cn1 (configuration not stated)
→ 6	12	85	102	99	1	108	102
Cc1nn(Cc2ccc(Cl)cc2Cl)c(C)c1NC(=O)C1C2CCC(O2)C1C(=O)O (configuration not stated)
→ -3	-7	94	98	99	4	100	103
Cc1ccc(CCN2CC(C(=O)NCc3ccco3)CC2=O)cc1 (configuration not stated)
→ -4	-2	110	101	98	-1	101	101
CCOC(=O)N1CCN(C(=O)CCNS(=O)(=O)c2cc(Br)cnc2N)CC1
→ 10	-3	113	103	100	-2	102	106
COc1ccc2c(c1)CCc1c(C(=O)NCc3cccnc3)noc1-2
→ -3	-7	99	100	103	7	108	95
Cc1ccc(C(C)C)c(OCC(=O)NN=C(CCl)CCl)c1
→ 2	-9	95	94	99	-1	114	113
CC1CN(C(=O)CCC(=O)NCCCc2ccccc2)c2ccccc2O1 (configuration not stated)
→ 15	13	104	101	99	0	103	101
CCCC(CNC(=O)COC(=O)C1=NNC(=O)CC1)c1ccc(Cl)cc1Cl (configuration not stated)
→ 6	1	99	104	97	-2	96	96
CCSc1nnc(-c2ccncc2)o1
→ 10	-9	119	120	106	-2	96	114
CC1CCCC(NC(=O)COC(=O)CSc2ccc3ccccc3c2)C1C (configuration not stated)
→ -11	5	97	109	101	-1	113	108
CNC(=O)c1csc(-c2ccccc2)n1
→ 7	-1	90	98	95	2	95	93
Cc1c(C(=O)O)oc2c1/C(=N\O)CC(C)(C)C2
→ 4	-4	103	99	101	0	92	101
Cc1nc(NC(=O)CN2CCOCC2)sc1C(=O)N(C)C
→ 2	11	107	101	105	0	96	102
CC(C)(C)[C@@H]1COC(=O)[C@@H](Cc2ccc(F)cc2)CC/C=C\C[C@@H](CC(=O)N(CCO)Cc2ccccc2)C(=O)N1
→ 2	4	109	101	101	-2	93	101
COc1ccc(N2CCN(c3c(S(=O)(=O)c4ccccc4)cnc4ccc(OC)cc34)CC2)cc1
→ 15	7	86	105	101	22	98	92
O=C1CC2CS(=O)(=O)CC2N1c1ccc(Cl)cc1Cl (configuration not stated)
→ 2	-2	92	92	94	0	93	98
CC(=O)c1c(C)[nH]c(C(=O)N2c3ccccc3CC2C)c1C (configuration not stated)
→ -5	14	102	96	99	2	101	102
